Gli-Sufu antag: Gli-Sufu pathway antagonists, primary screen, luciferase luminescence, Sufu-KO-LIGHT cells, uHTS | Sufu-KO-LIGHT fibroblasts, Gli luciferase reporter luminescence | inhibition, % at 5 µM | 0.74% of 340,000 active | AID 588413, 2011;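 active means inhibition above about 55%, limit read from the data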;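 further: 0% = DMSO-treated cells and 100% = wells with medium but no cells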
697 NFkB inh: inhibitors of PMA/ionomycin-induced NF-kB reporter, 697 cells, primary screen, B-cell NF-kB inhibitor project, cell-based, luminescence, uHTS; 697 B-cell NF-kB luciferase reporter, 16 h; inhibition, % at 4 µM; 0.33% of 330,000 active; AID 435022, 2010; in the data active means inhibition above about 35%
UBC13 inh: UBC13 polyubiquitin chain formation inhibitors, primary screen, biochemical, TR-FRET, uHTS; inhibition, % at 20 µM; AID 485273, 2010; Ubiquitin-conjugating enzyme E2 N (Homo sapiens), P61088; 0.47% of 330,000 active; in the data active means inhibition above about 45%, passing the limit was not always enough
Target sequence (P61088 whole entry, looked up): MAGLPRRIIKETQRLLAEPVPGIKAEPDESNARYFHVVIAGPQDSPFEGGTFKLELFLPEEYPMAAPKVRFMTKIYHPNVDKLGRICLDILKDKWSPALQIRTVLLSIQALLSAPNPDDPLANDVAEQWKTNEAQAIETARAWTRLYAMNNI
SENP8 inh: SENP8 protease inhibitors, primary screen, biochemical, luminescence; Sentrin-specific protease 8 (Homo sapiens), Q96LD8; purified SENP8, Z-RLRGG-aminoluciferin cleavage; inhibition, % at 10 µM; 1.2% of 330,000 active; AID 2540, 2010
Target sequence (Q96LD8 whole entry, looked up): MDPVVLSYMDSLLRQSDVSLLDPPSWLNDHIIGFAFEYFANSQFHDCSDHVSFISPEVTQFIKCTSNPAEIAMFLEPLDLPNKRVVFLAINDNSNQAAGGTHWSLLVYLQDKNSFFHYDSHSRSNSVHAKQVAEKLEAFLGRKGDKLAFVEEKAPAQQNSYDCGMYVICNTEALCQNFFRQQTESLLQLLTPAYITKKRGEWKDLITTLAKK
CCR6 antagonist: CCR6 receptor antagonists, primary screen, cell-based, CHO-K1, luminescence, beta-arrestin, uHTS. C-C chemokine receptor type 6 (Homo sapiens), P51684. CHO-K1 CCR6 PathHunter beta-arrestin, CCL20-stimulated. inhibition, % at 20 µM. 0.49% of 340,000 active. AID 493098, 2011;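 active means compounds whose inhibition of the agonist-driven luminescence signal at 20 µM reaches about 50%, limit read from the data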;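 further: cells stimulated with CCL20 at 14 nM final; plate controls were DMSO with CCL20 for no effect and DMSO without agonist for full effect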
Target sequence (P51684 whole entry, looked up): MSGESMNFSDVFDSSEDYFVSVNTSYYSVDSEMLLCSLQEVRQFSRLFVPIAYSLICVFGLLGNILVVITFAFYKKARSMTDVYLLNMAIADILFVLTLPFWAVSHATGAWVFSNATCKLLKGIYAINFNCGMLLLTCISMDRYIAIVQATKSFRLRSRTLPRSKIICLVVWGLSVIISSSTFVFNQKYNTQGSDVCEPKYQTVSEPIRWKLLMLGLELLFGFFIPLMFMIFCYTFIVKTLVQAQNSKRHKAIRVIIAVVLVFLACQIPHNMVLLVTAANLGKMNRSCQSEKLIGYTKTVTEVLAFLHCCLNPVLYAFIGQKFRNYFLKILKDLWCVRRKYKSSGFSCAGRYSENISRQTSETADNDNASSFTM
Jurkat NFkB inh: inhibitors of induced NF-kB luciferase reporter, primary screen, TCR NF-kB activation inhibitor project, cell-based, luminescence, uHTS; Jurkat, PMA/ionomycin-induced NF-kB luciferase reporter; inhibition, % at 4 µM; 0.53% of 330,000 active
Apaf-1 inh: inhibitors of human Apaf-1 apoptosome, primary screen, biochemical, DEVD-Rh110 fluorescence, uHTS; AID 489030, 2010; inhibition, % at 20 µM; Apoptotic protease-activating factor 1 (Homo sapiens), O14727; 0.71% of 330,000 active; reconstituted apoptosome caspase-3 activity; active means inhibition of at least 40% at 20 µM;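 further: plate controls were DMSO wells for no effect and DEVD-CHO caspase inhibitor wells for full effect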
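Material: reconstituted apoptosome with Apaf-1, cytochrome c, caspase-9, procaspase-3, dATP / Buffer or medium: pH 7.5 Hepes buffer with CHAPS, BSA, DTT / Also added: cytochrome c with DEVD-Rh110 / Schedule: compound with Apaf-1, dATP, procaspase-3 30 min, then 50 min reaction, room temperature / Technique: rhodamine 110 fluorescence at Ex 480/Em 540 nm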
EBI2 block: EBI2 receptor antagonists, beta-arrestin recruitment, primary screen, cell-based, luminescence, 7a,25-OHC stimulation, uHTS | G-protein coupled receptor 183 (Homo sapiens), P32249 | inhibition, % at 5 µM | AID 651636, 2012 | 7a,25-OHC stimulated | 0.81% of 360,000 active; in the data active means inhibition above about 38%;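 further: enzyme fragment complementation signal reports receptor beta-arrestin coupling in cells; 0% = agonist plus DMSO wells and 100% = wells without agonist; some results beyond the cut were filed as inactive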
Target sequence (P32249 whole entry, looked up, the tested form may be a part): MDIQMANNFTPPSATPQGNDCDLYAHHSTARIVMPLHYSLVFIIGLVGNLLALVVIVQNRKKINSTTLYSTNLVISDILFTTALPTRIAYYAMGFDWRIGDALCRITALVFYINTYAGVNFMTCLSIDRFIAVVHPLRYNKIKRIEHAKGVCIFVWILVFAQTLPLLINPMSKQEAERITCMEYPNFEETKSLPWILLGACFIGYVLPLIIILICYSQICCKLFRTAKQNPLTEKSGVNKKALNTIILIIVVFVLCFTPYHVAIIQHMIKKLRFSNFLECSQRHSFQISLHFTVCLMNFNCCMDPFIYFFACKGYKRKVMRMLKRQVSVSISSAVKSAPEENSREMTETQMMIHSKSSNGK
Starred values were filed as active, the others as inactive. Unless noted, no stated cut-off is given here; in the data, active means inhibition above about 50%; inactive means the rest.

SMILES | Gli-Sufu antag | 697 NFkB inh | UBC13 inh | SENP8 inh | CCR6 antagonist | Jurkat NFkB inh | Apaf-1 inh | EBI2 block
CCCCCCCC(=O)Nc1cc(C(=O)NCc2ccc(C)cc2)ccc1N1CCC2(CC1)CC(c1ccccc1)=NO2 | -21.0 | 3.7 | -26.5 | -10.8 | 11.5 | 7.1 | 15.8 | 5.8
O=C(C1CCN(c2nc3nonc3nc2N2CCCCC2)CC1)N1CCOCC1 | -19.0 | 21.7 | 4.5 | -1.8 | 2.3 | -11.7 | -7.1 | -7.0
CCCCn1c(O)c(/C=C2\C=Nc3ccccc32)c(=O)[nH]c1=O | -2.3 | 8.7 | -20.1 | -4.1 | 0.8 | -6.7 | 10.2 | -3.8
O=C(Nc1ccc(F)cc1)c1ccc(CSc2ccccc2)o1 | -15.4 | -2.8 | -0.9 | -13.7 | 7.5 | -12.9 | 21.3 | 3.0
CS(=O)(=O)c1nc(S(=O)(=O)c2ccc(Cl)cc2)c(N2CCC(O)CC2)s1 | 8.9 | 6.5 | 0.4 | -2.0 | 6.8 | 14.8 | 6.1 | -4.4
CCOCCCNCc1ccc(OC)c(OC)c1 | 5.4 | 7.2 | 3.3 | -2.7 | 1.7 | 4.9 | -4.4 | -1.4
Cn1cc(C(=O)NCc2ccc(F)cc2)c(=O)c2cc(S(=O)(=O)N3CCCCC3)ccc21 | -7.8 | -11.4 | 13.7 | -3.3 | 6.9 | 10.7 | 1.5 | 4.6
CCc1ccc(/C=C(/C#N)C(N)=S)s1 | 3.0 | -14.1 | 36.2 | -6.0 | 14.4 | 8.1 | 1.9 | -3.8
CCCCn1c(N)c(N(CCOC)C(=O)C2CC(=O)N(Cc3ccco3)C2)c(=O)[nH]c1=O (stereo not given) | 2.8 | 28.2 | 8.4 | 9.6 | 9.7 | -4.2 | -6.7 | -6.1
CCn1nc(C)c(Br)c1-c1nc(-c2cccc(C)c2)no1 | -32.4 | -19.1 | -2.4 | -9.7 | 7.7 | -6.0 | 2.8 | -5.7
O=C(Nc1ccnc(-c2ccncc2)n1)c1ccccc1Cl | -0.1 | 12.7 | 10.2 | 1.7 | 0.6 | 4.2 | 1.5 | -2.5
CC(C)C(C(=O)Nc1nccs1)c1ccccc1 (stereo not given) | 4.8 | 1.5 | 9.7 | -0.6 | -4.0 | -0.4 | 7.0 | 2.4
Cc1c(C#N)c2ccccc2n1CC(=O)NCc1ccccc1 | -0.1 | -4.9 | 1.9 | 3.3 | 25.2 | -10.9 | -4.4 | 6.2
O=C(OCc1csc(-c2ccccc2)n1)C1=NN(c2ccccc2)C(=O)CC1 | -5.0 | -7.1 | 9.4 | 1.7 | 10.2 | -18.2 | 10.4 | 1.3
COc1ccc(NC(=O)COC(=O)C2CCN(S(=O)(=O)c3ccccc3)CC2)cc1Cl | -0.4 | 13.2 | 3.4 | -1.4 | 1.5 | -9.8 | -1.6 | -4.8
CCOC(=O)CSc1nc2c(c(=O)[nH]c(=O)n2C)n1C/C=C(/C)Cl | 4.1 | 14.7 | 0.9 | -2.0 | -7.0 | 11.4 | -2.8 | -3.6
COc1ccc(OCC(=O)OCC(=O)NC2CC2)cc1 | 5.3 | 16.5 | 7.3 | -1.9 | 11.8 | 3.5 | -3.4 | -8.5
O=C(CNC(=S)N(CCCN1CCOCC1)Cc1cccs1)N1CCCC1 | -4.8 | 5.6 | 8.4 | -1.6 | -3.1 | 1.8 | -10.0 | -2.5
Cc1onc(-c2c(Cl)cccc2Cl)c1C(=O)N/N=C(\N)COc1ccc(Cl)cc1 | 7.6 | -21.9 | -9.6 | -1.2 | -11.7 | 10.0 | 2.0 | 2.8
Cc1ccccc1CN1[C@@H](Cc2ccccc2)COCCS1(=O)=O | 24.6 | -14.0 | -3.6 | -11.1 | 9.7 | 9.6 | 15.8 | 12.6
O=C(NCc1ccco1)C1CCCN(S(=O)(=O)c2ccc(Br)cc2)C1 (stereo not given) | 1.5 | 21.6 | 7.6 | -4.8 | 15.9 | 1.1 | 1.4 | -0.5
Cc1cc(C(=O)NNc2ccc(F)cc2F)no1 | -1.6 | -0.2 | -7.6 | -9.0 | -1.3 | 20.0 | -22.0 | -0.3
CN1CCN(C(CNS(=O)(=O)c2ccc(Br)cc2)c2ccc3c(c2)OCO3)CC1 (stereo not given) | 7.6 | 15.7 | 3.4 | 2.8 | 14.2 | -9.4 | 10.3 | -13.3
O=[N+]([O-])c1cc([N+](=O)[O-])c(Oc2ccc(Br)cc2Br)cc1NN1CCCCC1 | -0.5 | 14.3 | -22.7 | -8.2 | 17.4 | -11.8 | 7.4 | 9.6
CCOc1ccc(C(=O)NCC(=O)OCc2cc([N+](=O)[O-])cc3c2OCOC3)cc1OCC | -6.3 | 9.5 | -13.8 | -8.2 | 9.0 | -15.8 | 3.1 | 9.7
O=[N+]([O-])c1cncc([N+](=O)[O-])c1Nc1cccc(O)c1 | -12.3 | -6.7 | -11.2 | -2.9 | 0.9 | 10.6 | -63.8 | -0.8
CC/C(=N\NC(=O)CSc1ncccn1)c1ccc2c(c1)OCCO2 | -7.0 | 5.8 | -2.1 | -3.5 | 1.3 | -18.8 | -4.6 | -13.4
COc1ccc(NC(=O)c2cc3ccccc3cc2OC)cc1 | -11.1 | -136.4 | 15.4 | -5.8 | 11.2 | -92.2 | -0.2 | 65.2*
COc1ccc(N2CC(O)=C(c3nc(C)cs3)C2=N)cc1 | -0.2 | 16.5 | 2.3 | 1.2 | -7.2 | 4.2 | -7.4 | -9.7
COc1ccc(OC(C)C(=O)N2CCOCC2)cc1 (stereo not given) | -0.8 | -6.0 | 1.9 | -3.8 | -12.5 | 1.1 | 3.8 | -5.7

Full records as entered above:
Results for Cc1ccccc1CN1[C@@H](Cc2ccccc2)COCCS1(=O)=O : Gli-Sufu antag = 24.6; 697 NFkB inh = -14.0; UBC13 inh = -3.6; SENP8 inh = -11.1; CCR6 antagonist = 9.7; Jurkat NFkB inh = 9.6; Apaf-1 inh = 15.8; EBI2 block = 12.6
Results for COc1ccc(OCC(=O)OCC(=O)NC2CC2)cc1 : Gli-Sufu antag = 5.3; 697 NFkB inh = 16.5; UBC13 inh = 7.3; SENP8 inh = -1.9; CCR6 antagonist = 11.8; Jurkat NFkB inh = 3.5; Apaf-1 inh = -3.4; EBI2 block = -8.5

(further entries)
SMILES | Gli-Sufu antag | 697 NFkB inh | UBC13 inh | SENP8 inh | CCR6 antagonist | Jurkat NFkB inh | Apaf-1 inh | EBI2 block
COc1ccc(-c2ccc(C3C(C#N)=C(N)Oc4n[nH]c(C)c43)o2)cc1 (stereo not given) | -2.0 | -6.9 | -95.2 | -8.3 | 16.6 | 0.1 | 39.3 | 8.1
CC(C)[C@H](NC(=O)OCc1ccccc1)C(=O)OCC(=O)NC1(C#N)CCCC1 | -19.6 | 14.3 | 0.3 | 2.1 | 14.5 | -5.3 | 8.8 | -0.4
CCN1CCN(C(=O)CCS(=O)(=O)c2cc3c(cc2Cl)NC(=O)CO3)CC1 | -1.4 | 6.4 | -1.4 | -1.4 | -4.2 | -6.1 | -5.3 | -1.7
CC(=O)c1cccc(NC(=O)CN2C(=O)C(=O)N(Cc3ccco3)C2=O)c1 | -2.9 | 13.0 | -1.0 | 0.3 | -2.7 | 3.7 | -11.8 | -10.1
Cc1ccc(C(C(=O)NC2CCCCC2)N(C(=O)c2csnn2)C2CC2)o1 (stereo not given) | 0.4 | 6.0 | -15.4 | -3.8 | -31.0 | 12.4 | 11.3 | -0.6
O=C(NCCOc1ccc(F)cc1)C1CCC(=O)N(CCN2CCOCC2)C1 (stereo not given) | -1.5 | -17.3 | 0.5 | 6.3 | -8.0 | -22.5 | -0.5 | 3.9
Cc1ccc(Cl)c2c1NC(=O)C2(O)CC(=O)c1ccc(F)cc1 (stereo not given) | 0.4 | -2.4 | 3.6 | -2.4 | -6.7 | -8.0 | -3.4 | -0.3
CCCCC(=O)Nc1ccc(C(=O)N2CCCC(C(=O)OCC)C2)cc1 (stereo not given) | 1.1 | 13.7 | 1.8 | -3.4 | -5.8 | -1.9 | -15.4 | 4.5
O=C(Nc1nncs1)c1ccc2c(c1)OCO2 | 23.7 | -3.6 | 2.6 | -4.7 | 3.6 | -18.3 | 1.2 | 3.5
COc1ccccc1C(=O)NCCC(=O)Nc1ccc(S(=O)(=O)N2C(C)CCCC2C)cc1 (stereo not given) | 1.5 | -19.2 | 4.1 | -9.4 | 11.9 | -6.7 | 17.7 | 1.1
N#Cc1ncc(Cc2ccccc2)nc1C#N | 1.3 | 4.9 | -2.9 | -4.0 | -1.3 | 11.0 | 4.2 | 7.2
N#Cc1ccc(Nc2ccccc2)c(N)c1 | 9.8 | 17.5 | 6.2 | 3.1 | 34.6 | 12.3 | 6.1 | 5.0
Cc1ccc(C(=O)NC(=S)Nc2ccc(-c3cc4ccccc4oc3=O)cc2)c(C)c1 | 4.4 | 36.0* | 12.8 | -3.3 | -6.7 | 9.7 | 9.2 | 1.6
Cc1ccc(S(=O)(=O)Nc2ccccc2C(=O)N2CCCC2)cc1 | -0.7 | -11.8 | 2.2 | 3.0 | 16.8 | -1.2 | -21.1 | 2.5
COCCOC(=O)C1=C(C)N(c2ccccc2)C(=S)NC1c1ccccc1C(F)(F)F (stereo not given) | -2.5 | -0.1 | -54.1 | -11.5 | 8.5 | -4.4 | 4.1 | 8.6

Overlap with the part before: two entries, then new ones.
SMILES | Gli-Sufu antag | 697 NFkB inh | UBC13 inh | SENP8 inh | CCR6 antagonist | Jurkat NFkB inh | Apaf-1 inh | EBI2 block
Cc1ccc(S(=O)(=O)Nc2ccccc2C(=O)N2CCCC2)cc1 | -0.7 | -11.8 | 2.2 | 3.0 | 16.8 | -1.2 | -21.1 | 2.5
COCCOC(=O)C1=C(C)N(c2ccccc2)C(=S)NC1c1ccccc1C(F)(F)F (stereo not given) | -2.5 | -0.1 | -54.1 | -11.5 | 8.5 | -4.4 | 4.1 | 8.6
COc1ccc(OC)c(-n2c(-c3ccn[nH]3)n[nH]c2=S)c1 | 1.2 | 15.5 | 1.6 | -2.1 | -12.6 | -15.9 | -7.2 | 7.9
COc1ccc(C2NC(=S)NC(C)=C2C(=O)c2ccccc2)cc1OC (stereo not given) | 3.6 | -5.3 | 3.6 | 0.1 | 11.3 | 3.5 | -6.7 | -6.0
Cc1ccc(S(=O)(=O)N2CCN=C2SCc2ccc(Cl)c(Cl)c2)cc1 | -3.0 | -21.3 | -1.8 | -2.8 | 2.3 | -9.9 | 10.4 | 2.8
Cc1ccc(F)cc1NC(=O)COC(=O)c1ccc2ncsc2c1 | -14.0 | 6.4 | -8.0 | -3.5 | 7.0 | -4.9 | 6.9 | -0.5
Cc1nc2ccccc2c(=O)n1NC(=O)c1c(O)c2c(n(CC(C)C)c1=O)CCCC2 | 0.4 | -4.9 | -4.3 | -2.1 | -14.6 | 18.8 | 5.2 | 3.0
COc1ccc(-c2c[n+]3c(n2-c2ccc(C)cc2)CCCCC3)cc1 | 78.9* | 51.0* | 3.1 | 1.8 | -2.8 | 79.3* | -17.6 | 6.2
O=c1cc2c(nn1Cc1ccc(F)cc1)-c1ccccc1CC2 | -5.4 | -12.3 | 3.2 | -2.2 | 22.9 | 6.4 | 6.0 | 15.7
COC(=O)C1CCN(C2CC(=O)N(c3cc(C)cc(C)c3)C2=O)CC1 (stereo not given) | -9.8 | 3.3 | -3.3 | -6.6 | 14.2 | -6.6 | 0.0 | -11.6
NC(=O)C1CCN(C(=S)NC2CC3C=CC2C3)CC1 (stereo not given) | 1.7 | -12.0 | -4.8 | -7.3 | -19.4 | -5.5 | 3.5 | 2.5
COc1ccc(C/C(N)=N/OC(=O)c2cccs2)cc1 | -12.8 | -1.2 | 15.8 | -3.3 | -27.6 | 5.3 | 3.9 | -20.7

Assay outcomes deposited in PubChem by Sanford-Burnham Center for Chemical Genomics.

A portion of the library. The share of hits here may be higher or lower than overall.
